PP1 counter = PP1-alpha (human) inhibition in PP5 counter-screen | P62136 | purified PP1alpha, OMFP fluorescence | inhibition, % at 6.7 µM | 320,000 tested, 0.9% active;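 active = inhibition above the mean inhibition of all tested compounds plus 3 SD, computed separately for each screening campaign, cut at about 15% in these data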
Target sequence (P62136 whole entry, looked up): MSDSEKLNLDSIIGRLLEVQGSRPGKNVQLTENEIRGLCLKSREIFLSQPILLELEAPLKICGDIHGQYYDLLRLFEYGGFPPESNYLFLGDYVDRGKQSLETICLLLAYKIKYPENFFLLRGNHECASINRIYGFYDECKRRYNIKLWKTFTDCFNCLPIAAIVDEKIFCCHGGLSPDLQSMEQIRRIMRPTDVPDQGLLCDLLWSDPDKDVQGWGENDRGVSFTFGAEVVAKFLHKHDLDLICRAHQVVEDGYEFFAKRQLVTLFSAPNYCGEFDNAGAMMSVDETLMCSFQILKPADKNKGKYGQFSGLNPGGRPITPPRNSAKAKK
core dimer inh = HCV core protein dimerization inhibition; AID 1899; TR-FRET GST/Flag-core106 dimerization, 1536-well; inhibition, % at 5 µM; 300,000 tested, 0.33% active;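 active = inhibition above the mean of all tested compounds plus 3 SD, set per screening campaign, cut at about 45% in these data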
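Material: Tagged HCV core106 pair (GST and Flag) | Amount: GST-core106 13.5 nM, Flag-core106 17 nM | Medium: KF-containing HEPES buffer, pH 7.45, DTT, CHAPS, BSA | Reagent: Eu donor and XL665 acceptor anti-tag antibodies | Schedule: 4 h at 22.5 °C | Technique: Time-resolved FRET, ex 340 nm, em 617 and 671 nm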
Fh CTSL1 inh = counter-screen for PFM18AAP inhibitors: inhibitors of F. hepatica cathepsin L1; recombinant F. hepatica cathepsin L1, Z-Leu-Arg-MCA fluorescence; inhibition, % at 5.96 µM; 300,000 tested, 0.49% active;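 active = inhibition above the mean of all tested compounds plus 3 SD, set per screening campaign, cut at about 17% in these data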;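 note: 0% = plate median of test compound wells and 100% = 1 µM Z-Phe-Ala-diazomethylketone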
proCasp3 act = activators of human procaspase-3 | recombinant procaspase-3 D3A, Ac-DEVD-pNA absorbance 405 nm | activation, % at 8.5 µM | 330,000 tested, 0.11% active;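 active = activation above the mean of all tested compounds plus 3 SD, cut at about 21% in these data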;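 note: 0% = DMSO alone and 100% = DMSO wells spiked with extra 5 µM PC-3 D3A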
Target sequence (P42574 whole entry D9A/D28A/D175A): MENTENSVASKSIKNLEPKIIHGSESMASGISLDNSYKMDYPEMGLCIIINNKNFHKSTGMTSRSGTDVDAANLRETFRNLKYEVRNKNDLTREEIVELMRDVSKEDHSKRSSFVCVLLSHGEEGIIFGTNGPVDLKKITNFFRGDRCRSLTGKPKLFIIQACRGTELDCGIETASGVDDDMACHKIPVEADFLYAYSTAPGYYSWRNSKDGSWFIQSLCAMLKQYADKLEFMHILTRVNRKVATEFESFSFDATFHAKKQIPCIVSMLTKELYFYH
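Assay system: Autoprocessing-dead procaspase-3 D3A mutant enzyme; also added: Ac-DEVD-pNA; doses: one concentration, 8.5 µM nominal, 0.8% DMSO; times: 1 h compound preincubation, 2 h substrate hydrolysis at 25 °C; technique: 405 nm absorbance of p-nitroaniline, reads at 0 and 120 min; measure: % activation between DMSO and enzyme-spiked controls; repeats: single replicate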
TPT1 inhibitor = C. albicans TPT1 enzyme inhibition; recombinant caTPT1, FP RNA substrate dephosphorylation; inhibition, % at 5 µM; 300,000 tested, 0.81% active; AID 1962;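 active = inhibition above the mean of all tested compounds plus 3 SD, set per screening campaign, cut at about 24% in these data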;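 note: plate controls were DMSO alone for no effect and ferristatin control at 100 nM for full effect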
AHR act = human AHR activation; P35869; AHR-responsive luciferase reporter cells, luminescence; activation, % at 5 µM; 320,000 tested, 2.5% active; AID 2796; in the data active = activation above about 47%;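 note: 0% = vehicle wells and 100% = reference agonist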
procasp7 counter = activates human procaspase-7, counter-screen for procaspase-3 activators; 330,000 tested, 0.093% active; P55210; activation, % at 8.5 µM; recombinant procaspase-7, Ac-DEVD-pNA absorbance 405 nm; D23A/D198A/D206A triple mutant, cannot self-cleave; scale: DMSO 0, 5 µM enzyme 100;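 active = percent activation above the screen-wide mean plus 3 SD, cut at about 25% in these data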
Target sequence (P55210 whole entry D23A/D198A/D206A): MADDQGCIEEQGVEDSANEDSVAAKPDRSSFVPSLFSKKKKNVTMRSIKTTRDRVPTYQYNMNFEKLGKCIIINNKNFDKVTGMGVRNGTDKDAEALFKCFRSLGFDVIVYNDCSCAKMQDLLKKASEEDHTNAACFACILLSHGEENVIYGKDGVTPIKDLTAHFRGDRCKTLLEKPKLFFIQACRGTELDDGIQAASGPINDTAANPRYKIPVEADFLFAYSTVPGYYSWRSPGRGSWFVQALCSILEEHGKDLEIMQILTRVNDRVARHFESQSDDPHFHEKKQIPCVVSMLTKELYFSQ
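Test system: Procaspase-7 triple mutant (PC-7 D3A). Also added: Ac-DEVD-pNA substrate, 400 µM as added. Schedule: 1 h enzyme–compound preincubation and 2 h substrate reaction, both 25 °C. Signal: p-Nitroaniline absorbance at 405 nm, read at 0 and 120 min. Control set: low DMSO alone, high DMSO plus 5 µM PC-7.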
PP5 primary = blocks human protein phosphatase 5 activity; 320,000 tested, 0.18% active; purified PP5c, OMFP substrate fluorescence; inhibition, % at 6.7 µM; P53041;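 active = inhibition above the campaign's mean inhibition across all tested compounds plus 3 SD, cut at about 9.5% in these data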;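 note: 0% = DMSO only and 100% = 100 µM cantharidin control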
PAFAH2 FP inh = PAFAH2 (human) inhibition; 340,000 tested, 0.99% active; recombinant PAFAH2, FP-rhodamine activity probe, fluorescence polarization; Q99487; inhibition, % at 3.39 µM;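 active = inhibition above the mean over all tested compounds plus 3 SD, cut at about 30% in these data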;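 note: inhibitors block probe labeling of enzyme so polarization drops; 0% = enzyme with DMSO and 100% = wells lacking PAFAH2 protein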
* marks the source's active call; other numbers are inactive results; . = not tested or not shown.

SMILES | PP1 counter | core dimer inh | Fh CTSL1 inh | proCasp3 act | TPT1 inhibitor | AHR act | procasp7 counter | PP5 primary | PAFAH2 FP inh
COc1cc(C(=O)NC(C)c2ccc(-n3ccnc3)cc2)cc(OC)c1C (stereo not drawn) | 1 | 4 | -2 | 1 | 0 | 5 | -6 | 1.5 | 5
Cc1nc(NC(=O)c2ccncc2)sc1C(=O)N(C)C | -1 | -6 | 1 | -3 | -6 | 1 | -5 | 0.5 | -8
CC(C)(C)OC(=O)C[C@@H]1C/C=C\C[C@H](CC(=O)N(CCO)Cc2ccccc2)C(=O)N[C@@H](Cc2ccccc2)COC1=O | . | . | . | -5 | . | -1 | 7 | . | 7
O=C(OCC(=O)N1CCCCC1)c1cc2ccccc2cc1O | 1 | 6 | 1 | -3 | 1 | 5 | -9 | 2.1 | 3
CCN(CC)C(=O)CP(=O)(c1ccccc1)c1ccccc1 | -1 | -2 | 5 | -1 | -3 | -2 | 3 | 3.1 | 3
O=C(Cn1c(=O)n(-c2cccc(Cl)c2)c(=O)n1CC(=O)N1CCCCC1)N1CCCCC1 | 5 | 11 | -1 | 2 | -3 | 0 | 7 | 0.8 | -10
O=C(O)Cn1c(-c2ccccc2)nc2ccccc21 | 0 | 0 | 3 | 2 | -4 | 3 | -2 | -0.4 | 3
Oc1ccc(-c2nc3ccccc3nc2-c2ccccc2)cc1 | -2 | 1 | 6 | 10 | 0 | 13 | 2 | 9.0 | -5
O=[N+]([O-])c1cccc(-n2cccc2/C=N/Nc2nc(N3CCCCC3)nc(N3CCCCC3)n2)c1 | 0 | 27 | 0 | 3 | 2 | 4 | 2 | 1.8 | 3
COc1ccccc1CN1CCNC(=O)C1CC(=O)NCCCN1CCCC1=O (stereo not drawn) | -10 | -8 | 1 | -5 | -2 | 2 | -3 | 2.6 | 4
CC(=O)N1N=C(c2cccs2)CC1c1cccc([N+](=O)[O-])c1 (stereo not drawn) | 2 | 6 | -2 | -7 | -1 | 1 | -7 | -0.1 | -7
CCN(CC)C(=O)CSc1nc2cc3c(cc2c(=O)n1CCCC(=O)NCc1ccc(OC)cc1)OCO3 | 3 | 6 | -2 | 4 | 2 | 0 | 9 | 3.5 | 2
O=c1[nH]c(-c2ccccc2)nc(-c2ccccc2)c1Cl | -2 | 6 | 3 | -8 | -4 | 4 | 0 | -1.1 | -7
Cc1nn(C(=O)/C(C#N)=C/N(C)C)c(C)c1C | -8 | 0 | 8 | -2 | -1 | 2 | 1 | -1.2 | 3
Cc1nc2ccc(NC(=O)c3ccc4ccccc4n3)cc2s1 | -3 | 3 | 1 | -1 | 0 | 6 | 5 | 2.8 | -7
COc1ccc(CN2CCNC(=O)C2CC(=O)NCCSc2nccn2C)c(OC)c1 (stereo not drawn) | 1 | 0 | -3 | 4 | -1 | 2 | 6 | -1.6 | -4
CCOc1cc(CNCCO)cc(Br)c1OCc1ccc(Cl)cc1 | 4 | -17 | -4 | -3 | 0 | 1 | 3 | 2.7 | -1
Cc1ccc(C(=O)N2CCN(c3cccc(C)c3C)CC2)o1 | 1 | -1 | 1 | -4 | -1 | -1 | 9 | 1.4 | -1
CCN(CC)C(=O)Cn1cnc2sc(C(=O)N3CCN(c4ccc(OC)cc4)CC3)c(C)c2c1=O | 2 | 0 | -2 | 6 | 0 | 1 | -6 | -0.2 | 1
CCOC1=C/C(=C/c2c(N)n3nc(S(=O)(=O)CC)sc3nc2=O)C=CC1=O | -5 | -7 | 5 | 3 | 28* | 0 | 1 | -6.5 | 2
OCCCNc1c2c(nc3cc(-c4ccc(Cl)cc4)nn13)CCC2 | 1 | 0 | 3 | 3 | 0 | -8 | 8 | 0.8 | 4
NS(=O)(=O)c1ccc(Sc2ccc3c(c2)CCC3)nc1 | 4 | 5 | -1 | 8 | 3 | -2 | 5 | 6.0 | -9
O=C(c1cccc(C(F)(F)F)c1)N1CCC(O)(CS(=O)(=O)Cc2ccccc2)CC1 | 0 | -4 | -1 | -3 | 1 | 2 | -7 | 4.5 | -8
CCc1nnc(NC(=O)c2nc3nccc(C)n3n2)s1 | -1 | -5 | -2 | 3 | -5 | 8 | 7 | 2.0 | -16
COc1ccc(OC)c(S(=O)(=O)N2CCC(C(=O)NCCc3ccc(OC)c(OC)c3)CC2)c1 | 4 | 1 | -1 | 8 | 1 | -1 | 7 | -0.1 | -2

(cont.)
SMILES | PP1 counter | core dimer inh | Fh CTSL1 inh | proCasp3 act | TPT1 inhibitor | AHR act | procasp7 counter | PP5 primary | PAFAH2 FP inh
Cc1ccc(-n2nc(-c3cccnc3)cc2C(=O)N2CCOCC2)c(C)c1 | 4 | 42 | 0 | -4 | 1 | 8 | -8 | 0.9 | 10
O=C(NC1CCCC1)C1C2C=CC3(CN(Cc4cccs4)C(=O)C13)O2 (stereo not drawn) | -5 | 2 | 2 | 6 | 1 | -2 | -1 | -1.6 | -1
O=C(N/C(=C/c1ccc2c(c1)OCO2)C(=O)N1CCOCC1)c1cccs1 | -2 | -4 | -1 | 11 | -7 | 0 | 8 | 0.3 | -3
CC(=O)Nc1ccc(N2CCN(c3ccc(C(F)(F)F)cn3)CC2)nc1 | -4 | 1 | -3 | 3 | 1 | -4 | 7 | 2.9 | -2
CC(C)C[C@@H](CN=[N+]=[N-])N1CCN(Cc2ccccc2)CCC1=O | -4 | -22 | 1 | -2 | 0 | 3 | 2 | -1.5 | 3
O=c1c2ccccc2nc(SCc2ccccc2F)n1C1CCCC1 | -4 | 8 | 0 | 6 | -2 | 8 | -2 | -2.2 | -1
CN(C(=O)c1ccc(OC2CCN(CCc3ccccc3)CC2)cc1)C1CCCCC1 | -3 | 0 | 1 | 2 | 1 | 1 | 9 | 3.0 | 4
Clc1ccc2nc(C3CCN(Cc4nnnn4C4CCCCC4)CC3)[nH]c2c1 | -1 | 7 | 3 | 2 | -3 | 6 | 2 | -2.2 | 3
O=C(c1ccc(-c2ccccc2)cc1)N1CCN(C(=O)c2ccco2)CC1 | -3 | 2 | 1 | 4 | -3 | -4 | 0 | -1.1 | 3
CN(C(=O)c1ccncc1)c1nnc(-c2ccccn2)s1 | -1 | 1 | 0 | -7 | 0 | -4 | 12 | 5.1 | -10
CCOc1cccc(C(=O)Nc2cccc(C(=O)NCC(C)C)c2)c1 | -2 | 1 | -1 | 5 | -2 | 71* | -10 | 2.1 | 1
O=C(Nc1ccccc1)N1CCCC(c2nc(-c3cccs3)no2)C1 (stereo not drawn) | 3 | -5 | -1 | 2 | -2 | 70* | 0 | 1.4 | 2
CS/C(N)=N/N=C/c1cc(C)ccc1O | -7 | -5 | -3 | 5 | 2 | 4 | 7 | 1.0 | 0
COc1ccc(C2(c3ccc(OC)cc3)NC(=O)N(CC(=O)Nc3ccc(OC(F)F)cc3)C2=O)cc1 | 5 | 11 | 0 | 2 | -1 | -4 | 3 | 8.2 | -41
COc1ccc(-c2[nH]n(-c3ccc([N+](=O)[O-])cc3)c(=O)c2C=NCc2ccncc2)cc1 | 6 | 10 | 4 | 3 | 0 | 3 | 9 | 0.6 | 1
O=C1CCCN1CN(C(=O)c1ccccc1)c1ccc(F)cc1 | -15 | 0 | 2 | 12 | -1 | 1 | 4 | 1.7 | -6
COc1ccc(C2CC(c3ccc(C)o3)=NN2C(C)=O)cc1 (stereo not drawn) | -3 | 4 | 2 | -4 | -1 | 6 | -1 | -2.9 | 3
O=C(NCc1cccs1)c1cccn2c(=O)c3sccc3nc12 | 10 | 13 | 3 | -9 | -1 | 29 | -3 | 0.3 | 7
NS(=O)(=O)c1ccc(NC(=O)CSc2nc3ccccc3n2-c2ccccc2)cc1 | 3 | 5 | 0 | 11 | 5 | -2 | 1 | 4.3 | -15
CC(C)N1CCC(N2CCN(Cc3nc4ccccc4s3)CC2CCO)CC1 (stereo not drawn) | -4 | 1 | 1 | -2 | 0 | 12 | -3 | 1.6 | -2
O=C(Nc1ccc(Cl)cc1)c1nc[nH]c1C(=O)NCc1ccccc1 | -2 | . | . | 7 | . | 1 | 12 | 3.9 | -26
Cc1ccc(CN2CN(S(=O)(=O)c3cccs3)c3nc4ccccc4nc32)cc1 | 4 | 13 | -3 | -2 | 2 | -1 | 7 | 0.2 | -3
CC1(C)OC(=O)CC1C(=O)NCc1ccccc1 (stereo not drawn) | 0 | 3 | -3 | 4 | 0 | 1 | 8 | 0.5 | -2
CCN(CC)c1ccc(NC(=O)COC(=O)c2cccs2)cc1 | -3 | -12 | -3 | 0 | -3 | 10 | -11 | -0.2 | 26
N#Cc1ccccc1NC(=O)COC(=O)CCc1ccccc1 | -1 | -1 | -11 | 1 | -5 | 4 | 2 | 2.0 | 21

Ordered by SMILES length (lowest first): 3 of the compounds above
SMILES | PP1 counter | core dimer inh | Fh CTSL1 inh | proCasp3 act | TPT1 inhibitor | AHR act | procasp7 counter | PP5 primary | PAFAH2 FP inh
O=C1CCCN1CN(C(=O)c1ccccc1)c1ccc(F)cc1 | -15 | 0 | 2 | 12 | -1 | 1 | 4 | 1.7 | -6
Clc1ccc2nc(C3CCN(Cc4nnnn4C4CCCCC4)CC3)[nH]c2c1 | -1 | 7 | 3 | 2 | -3 | 6 | 2 | -2.2 | 3
COc1ccc(C2(c3ccc(OC)cc3)NC(=O)N(CC(=O)Nc3ccc(OC(F)F)cc3)C2=O)cc1 | 5 | 11 | 0 | 2 | -1 | -4 | 3 | 8.2 | -41

(next part)
SMILES | PP1 counter | core dimer inh | Fh CTSL1 inh | proCasp3 act | TPT1 inhibitor | AHR act | procasp7 counter | PP5 primary | PAFAH2 FP inh
Cc1ccc(SC(CC(=O)c2ccc(F)cc2)C(=O)O)cc1 (stereo not drawn) | 0 | -10 | 3 | -27 | -8 | 0 | -34 | 1.2 | 7
Cc1cc(C(=O)NCc2ccc3c(c2)OCO3)n(-c2ccccc2)n1 | -7 | 3 | -6 | -8 | -1 | 10 | -4 | 2.2 | -2
O=C(O)c1ccc(-n2nnnc2Oc2cccc3cccnc23)cc1 | -11 | -3 | -5 | 0 | 1 | 6 | 4 | 3.1 | 4
Cc1cccc(OCCC(=O)Nc2nnc(C)s2)c1 | 0 | -1 | -1 | -2 | 1 | 0 | 1 | -2.2 | -8
CCCn1c(SC(C(=O)Nc2cc(C)ccc2OC)c2ccccc2)nc2ccccc2c1=O (stereo not drawn) | 0 | 10 | -5 | -5 | 0 | 6 | 1 | 2.5 | -4
Cc1ccccc1CN1C(=O)c2ccccc2Sc2ccc(C(=O)NCCCN3CCOCC3)cc21 | 5 | -7 | 2 | 6 | 0 | 2 | -5 | -0.1 | -3
Cn1c(=O)n(-c2ccccc2)c(=O)c2c3c(sc21)COC(C)(C)C3 | 2 | -9 | 1 | -3 | -3 | 0 | -1 | 1.1 | 6
O=C(O)CCCc1nc(-c2ccccc2)no1 | -2 | -10 | 1 | -2 | 0 | -3 | 4 | 3.4 | -5
O=C(c1ccc(Cl)c(S(=O)(=O)N2CCCC2)c1)N1CCN(c2ccccn2)CC1 | -3 | -4 | 3 | -6 | -3 | 31 | -12 | -0.1 | -2

Source: PubChem (The Scripps Research Institute Molecular Screening Center)
